RECQ1 inh = qHTS Assay for Inhibitors of RecQ-Like Dna Helicase 1 (RECQ1); ATP-dependent DNA helicase Q1 (Homo sapiens), P46063; RECQ1 DNA unwinding, red fluorescence kinetic read; Potency, µM (titrated, usually from 57.3 µM), for inactives: at the top dose activity, negative = inhibition, most hits filed as inhibitors; 0.54% of 240,000 active; AID 2549, 2010;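 further: plate controls were vehicle for no effect and no enzyme for full effect; nearly all actives have a fitted effect of over 30% in size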
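50 nM RECQ1T1 preincubated 15 min with compound in Tris pH 8.0 buffer with MgCl2, DTT, Tween-20 and 2.5 ug/ml poly(dI-dC); started with 200 nM TAMRA/BHQ-2 forked duplex and 2 mM ATP. Unwinding read as fluorescence (525/598 nm), two reads 2 h apart.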
KinaseGlo FLuc = Counterscreen for Luciferase (Kinase-Glo TM) Inhibition | Kinase-Glo luciferase, ATP luminescence, 8 min | Potency, µM (titrated, usually from 38.3 µM), for inactives: at the highest dose activity change, negative = inhibition, usual class: inhibitors | 0.28% of 200,000 active | AID 1379, 2008; further: on the % scale 0 is the no-effect control and ±100 the full control effect; nearly all actives have a fitted effect of over 60% in size
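Compound is pinned into ATP-containing buffer (10 uM ATP, imidazole pH 7.2, 7 mM MgCl2). Kinase-Glo luciferase reagent is then added. Light output is recorded following an 8-min room-temperature incubation.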
KDM4E inh = qHTS Assay for Inhibitors of Human Jumonji Domain Containing 2E (JMJD2E); JMJD2E catalytic domain, FDH-coupled NADH fluorescence (FDH is formaldehyde dehydrogenase); 1.6% of 230,000 active; Potency, µM (top dose mostly 57.1 µM), for inactives: top-dose activity change, negative = inhibition, most hits filed as inhibitors; Lysine-specific demethylase 4E (Homo sapiens), B2RXH2; active means well fitted inhibition curve with a large enough effect, not every such curve was filed as active; inconclusive means small, poorly fitted or top-dose-only effect, or another doubt; inactive means no such curve, though single readings can be large or run the other way;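 further: 0% = wells with enzyme and -100% = buffer wells without enzyme; nearly all actives have a fitted effect of over 50% in size; many of its hits are not listed in these tables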
SMN2 splice enh = qHTS Assay for Enhancers of SMN2 Splice Variant Expression | 2.8% of 210,000 active | AID 1458, 2008 | HEK293 SMN2-luciferase splicing reporter, luminescence, 30-36 h | Potency, µM (doses to about 46.1 µM), for the others: at the top dose activity change, positive = activation, hits mostly activators; further: % of control where 0% means no effect; nearly all actives have a fitted effect of over 55% in size
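HEK293 cells carry an SMN2 minigene-luciferase reporter in which exon 7 inclusion puts luciferase in frame. Cells were seeded at 2000 cells/well, attached for 10-12 hours, then exposed to compounds for 30-36 hours at 37C before ONE-Glo luminescence.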
ALDH1A1 inh = qHTS Assay for Inhibitors of Aldehyde Dehydrogenase 1 (ALDH1A1) | Purified ALDH1A1, NADH fluorescence, propionaldehyde substrate | 7.3% of 220,000 active | Potency, µM (doses to about 75.3 µM), inactives show top-dose activity, negative = inhibition, hits mostly inhibitors | AID 1030, 2008 | Aldehyde dehydrogenase 1A1 (Homo sapiens), P00352; active means well fitted inhibition curve with a large enough effect, not every such curve was filed as active; inconclusive means small, poorly fitted or top-dose-only effect, or another doubt; inactive means no such curve, though single readings can be large or run the other way;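 further: plate controls were no enzyme wells and a reference inhibitor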
L3MBTL1 inh = qHTS Assay for the Inhibitors of L3MBTL1 | Lethal(3)malignant brain tumor-like protein 1 (Homo sapiens), Q9Y468 | 0.66% of 230,000 active | AID 485360, 2010 | Potency, µM (doses to about 57.1 µM), for inactives: at the top dose activity, negative = inhibition, most hits filed as inhibitors | AlphaScreen L3MBTL1–H3K9me1 peptide binding; further: on the % scale 0 is the no-effect control and ±100 the full control effect; nearly all actives have a fitted effect of over 60% in size
Target sequence (Q9Y468 whole entry, looked up): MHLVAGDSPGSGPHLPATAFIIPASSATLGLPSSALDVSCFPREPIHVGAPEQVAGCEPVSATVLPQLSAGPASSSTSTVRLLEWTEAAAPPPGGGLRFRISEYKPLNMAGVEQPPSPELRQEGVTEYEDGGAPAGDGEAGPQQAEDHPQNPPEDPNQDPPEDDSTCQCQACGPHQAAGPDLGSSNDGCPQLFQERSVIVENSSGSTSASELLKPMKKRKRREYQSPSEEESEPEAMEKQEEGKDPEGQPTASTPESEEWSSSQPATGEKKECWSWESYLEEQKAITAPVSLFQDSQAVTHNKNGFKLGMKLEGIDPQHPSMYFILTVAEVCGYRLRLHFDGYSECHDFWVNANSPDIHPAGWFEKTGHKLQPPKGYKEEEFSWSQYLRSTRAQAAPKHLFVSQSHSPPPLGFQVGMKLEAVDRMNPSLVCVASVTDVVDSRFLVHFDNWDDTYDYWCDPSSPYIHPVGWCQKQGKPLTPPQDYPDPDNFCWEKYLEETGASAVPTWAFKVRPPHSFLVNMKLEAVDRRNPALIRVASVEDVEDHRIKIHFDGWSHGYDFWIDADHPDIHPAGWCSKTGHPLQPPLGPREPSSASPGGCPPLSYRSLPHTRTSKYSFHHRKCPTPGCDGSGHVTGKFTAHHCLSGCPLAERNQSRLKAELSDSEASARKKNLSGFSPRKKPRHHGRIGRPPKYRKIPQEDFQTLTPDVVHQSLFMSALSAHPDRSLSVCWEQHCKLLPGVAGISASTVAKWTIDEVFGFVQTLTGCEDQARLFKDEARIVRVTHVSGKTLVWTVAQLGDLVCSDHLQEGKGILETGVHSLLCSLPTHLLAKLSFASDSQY
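First, the protein-peptide complex forms for 30 min at room temperature (L3MBTL1 50 nM, biotinylated H3K9me1 peptide 75 nM). Next, compounds are pin-transferred and incubated 30 min. Finally, AlphaScreen beads are added and read after 30 min.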
Tau ThT inhib = qHTS for Inhibitors of Tau Fibril Formation, Thioflavin T Binding; recombinant tau K18 P301L, heparin-induced fibrillization, ThT fluorescence; Microtubule-associated protein tau (Homo sapiens), P10636; 2.1% of 270,000 active; Potency, µM (highest dose often 57.4 µM), for the others: top-dose activity, negative = inhibition, actives largely listed as inhibitors; further: on the % scale 0 is the no-effect control and ±100 the full control effect; nearly all actives have a fitted effect of over 55% in size
Target sequence (P10636 561-689 P618L limits assumed): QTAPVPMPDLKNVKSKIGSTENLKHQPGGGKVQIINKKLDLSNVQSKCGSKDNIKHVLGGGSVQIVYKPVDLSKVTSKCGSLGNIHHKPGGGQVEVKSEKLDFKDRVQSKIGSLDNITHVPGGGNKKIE
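Using a mix of unlabeled (15 uM) and Alexa 594-labeled (0.24 uM) tau K18 P301L, heparin-triggered fibrillization over 6 hr at 37 C was scored by ThT fluorescence.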
Lamin A splicing = qHTS Assay for Modulators of Lamin A Splicing; HeLa LMNA splicing GFP/RFP minigene ratio, 48 h; Potency, µM (series often up to 46.1 µM), for inactives: at the highest dose ratio change, negative = inhibition, most hits filed as inhibitors; 0.01% of 200,000 active; active means well fitted inhibition curve with a large enough effect in the signal ratio, with a control signal flat, not every such curve was filed as active; inconclusive means small, poorly fitted or top-dose-only effect, or effect the other way, or a change in a side signal; the % refers to the signal ratio; further: on the % scale 0 is the no-effect control and ±100 the full control effect
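S3 HeLa cells stably expressing lamin A-EGFP splicing minigene plus DsRed2, 600 cells/well, 48 h compound exposure at 37C. Laser-scanning cytometry; analysed as GFP (500-530 nm)/RFP (575-640 nm) total intensity ratio; 0.5% DMSO vehicle.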
Numbers without * were called inactive; i = inactive; ? = inconclusive; / = not tested or not shown; & = joins results of further samples; [ ] = remark or other dose. Unless noted, the call rests on the fitted dose curve; in most records, active means well fitted curve in the direction sought with a large enough effect; inconclusive means small, poorly fitted or top-dose-only effect, or another doubt; inactive means no such curve, though single readings can be large; an effect the other way counts as inactive or inconclusive. Potency means the concentration at half of the fitted maximal effect. Some of the compounds tested, so the mix of outcomes need not match the whole.

item	mol	RECQ1 inh	KinaseGlo FLuc	KDM4E inh	SMN2 splice enh	ALDH1A1 inh	L3MBTL1 inh	Tau ThT inhib	Lamin A splicing
1	O=[N+]([O-])c1ccc(C2[C@H]3C(c4ccccc4)=NC4(CCCCC4)N23)cc1 (some centres undefined)	-6%	2%	0%	-34%[inhibitor]	4%	-5%	-12%	-4%
2	C[N+](C)(C)CCOC(=O)CBr	-9%&15%	1%	13%	29%&5%	-7%&-9%	?	-4%&-14%	3%
3	CCOC(=O)c1nsnc1NCCCl	-11%	0%	?	/	-61%	0%	-7%	?
4	COc1cc(OC)c(OC)cc1C=O	-7%	-10%	?	1%&-4%	1%	-7%	0%	/
5	Nc1ccnn1C1CCNCC1	0%	0%	-14%	-11%	?	10%	?	1%
6	CC(C)N1CCN(Cc2ccccc2C(F)(F)F)CC1CCO (centres undefined)	-2%	-3%	3%	-13%	8%	?	-5%	6%[46 µM]
7	COc1ccc(NC(=O)Cn2c3ccccc3c3nc4n(c(=O)c32)CCS4)cc1	-13%	0%	?	3%	?	7%	8%	/
8	CCC(C)C1O[C@]2(C=CC1C)CC1CC(C/C=C(\C)[C@H](OC3CC(OC)C(O[C@H]4CC(OC)[C@@H](O)C(C)O4)C(C)O3)[C@@H](C)/C=C/C=C3\COC4C(O)C(C)=C[C@H](C(=O)O1)[C@@]34O)O2 (some centres undefined)	-9%	-6%	0%	-19%	-1%	/	-16%	/
9	Cc1ccc(-n2c(C)nc3ccccc3c2=O)c(C)c1	19%	/	-3%	/	22%	-12%	12%	/
10	CCN1C[C@]2(COC)C(O)C[C@H](OC)[C@@]34C5C[C@]6(O)C(OC)C(O)[C@](OC(C)=O)(C5C6OC(=O)c5ccccc5)C(C(OC)C23)C14 (some centres undefined)	-6%	-1%	-16%	-8%	-4%	/	3%	/
11	O=C1NC(=O)C(CCc2ccncc2)(CCc2ccccn2)C(=O)N1c1ccc(Br)cc1 (centres undefined)	i	0%	13%	4%	3%	12%	3%	/
12	NCCCC[C@H](NC(=O)[C@H](Cc1ccccc1)NC(=O)[C@H](CCCN=C(N)N)NC(=O)[C@@H](N)Cc1ccc(O)cc1)C(N)=O	i	/	/	-1%	-3%	/	-2%	/
13	C=CCc1cc(C=C2C(=O)N(C)C(=O)N(C)C2=O)cc(OCC)c1OCc1ccccc1	-4%	-6%	-20%	-12%	25µM*	32%[activator]	25µM*	0%
14	O=[N+]([O-])c1ccc(N2CCCC2)cc1N/N=C1\CN2CCC1CC2	-2%	-4%	7%	-30%[inhibitor]	-2%	0%	?	1%
15	Cc1ccc(C)c(NS(=O)(=O)c2ccc(OCC(=O)NCc3cccnc3)cc2)c1	-6%	/	0%	/	-14%	-2%	-3%	?
16	O=C(OCC(=O)N1CCN(c2ccccc2)CC1)c1cnc(Cl)c(Cl)c1	i	3%	1%	-8%	8.9µM*	?	?	-16%[46 µM]
17	C[C@@H](Cc1ccc(OCC(=O)O)cc1)NC[C@H](O)c1cccc(Cl)c1	-4%	0%	0%	/	-4%	/	-1%	/
18	COCCCN=Cc1c(O)[nH]c(=S)[nH]c1=O	-14%	/	3%	/	5%	5%	-9%	/
19	O=c1[nH]c(=O)n(CCc2ccccc2)c(O)c1C=NC1CC1	-16%	/	3%	/	/	5%	1%	/
20	O=C1NC(=O)N(c2ccc(Cl)cc2)C(=O)/C1=C\c1ccc(Sc2nc3ccccc3[nH]2)o1	25µM*	-8%	-11%	5%	?	?	14µM*	?
21	CN(C)C(=O)Oc1ccc(OCc2nc3ccccc3[nH]2)cc1	-3%	11µM*	2%	7.1µM*	6%	3%	-10%	?
22	COc1ccccc1OCCCn1cc(C(C)=O)c2ccccc21	i	0%	16%	-47%[inhibitor]	0%	5%	-18%	1%[46 µM]
23	COc1ccc(NC(=O)N2CCC3(CC2)OCCO3)cc1	i	-3%	-3%	5%	10%	7%	2%	5%[46 µM]
24	CCOP(=O)(OCC)C(NC(=O)c1ccccc1)=C(Cl)Cl	2%	-2%	7%	17%	0%	-2%	0%	-9%
25	CCCCC(=O)N/N=C/c1c(O)n(-c2ccccc2)c(=O)[nH]c1=O	4%	/	?	/	/	-18%	-9%	/

Other entries:
item	mol	RECQ1 inh	KinaseGlo FLuc	KDM4E inh	SMN2 splice enh	ALDH1A1 inh	L3MBTL1 inh	Tau ThT inhib	Lamin A splicing
26	CC1(C)COC(Nc2ccc(Cl)cc2)=N1	-10%	1%	-1%	7%	3%	/	-7%	1%
27	Cc1ccc(/C=C2\C(=O)NC(=S)N(c3ccc(F)cc3)C2=O)s1	-2%	-2%	-1%	-1%	?	/	?	/
28	CC(C)[C@@]1(NC(=O)[C@@H]2C[C@H]3c4cccc5[nH]cc(c45)C[C@@H]3N(C)C2)O[C@]2(O)[C@H]3CCCN3C(=O)CN2C1=O	13%[25.9 µM]	-7%[17.1 µM]	-15%[25.5 µM]	3%[20.6 µM]	-13%[20.9 µM]	/	/	?
29	CC1(C)OC1COc1c2occc2cc2ccc(=O)oc12 (centres undefined)	?	0%&-3%	11%&8%	4%&-15%	-14%&3%	3%	-7%&3%	-12%
30	Cc1[nH]c2ccccc2c1CN(C)C	10%	0%	0%	-3%	-3%	/	?	/
31	c1cnc2c(c1)ccc1ncccc12	-7%	/	6%	/	/	/	-10%	?
32	CCCCCCn1c(O)c(C=Nc2ccccc2N2CCOCC2)c(=O)[nH]c1=S	-1%	/	0%	/	/	1%	-1%	/
33	O=C(O)c1cc2ccccc2oc1=O	0%	-1%	-15%	-7%	3%	1%	-5%	-8%
34	Cc1nc2cc([N+](=O)[O-])ccc2c(=O)n1-c1ccccc1[N+](=O)[O-]	-5%	-3%	-5%	/	32µM*	-9%	-5%	/
35	COc1ccc(-n2c(Cc3ccccc3)nc3ccccc3c2=O)cc1	i	1%	-10%	-27%	?	1%	0%	-16%[46 µM]
36	Clc1ccccc1CNC1CN2CCC1CC2 (centres undefined)	4%	-3%	0%	-3%	7%	-8%	4%	-4%
37	Cc1cccc(CN2CCN(CC(=O)N3CCC4(CC3)OCCO4)C2=O)c1	i	-5%	6%	-13%	8%	/	-8%	0%
38	C[N+](C)(C)CCOP(=O)([O-])OC[C@H](O)CO	-12%	-4%	7%	-40%[inhibitor]	-6%	4%	-7%	1%
39	COC(=O)[C@@H]1C[C@@]1(C)[C@@H](NP(=O)(c1ccccc1)c1ccccc1)c1ccccc1	-10%&-3%	0%&-2%	-4%&2%	-8%&-20%	11%&-6%	2%	?	7%
40	COCCCn1c(N)c(C(=O)OCCOC)c2nc3ccccc3nc21	8%	-3%	?	14%	?	/	-16%	-1%
41	CSc1ncc(CN2CCCC(C(=O)c3sccc3C)C2)cn1 (centres undefined)	-7%	-4%	7%	/	-5%	-5%	-7%	10%[46 µM]
42	CC(=O)Nc1cc([As](=O)(O)O)ccc1O	-3%&11%	0%&-2%	5%&4%&0%	-42%&7%[inhibitor]	0%&-8%&15%	-10%&8%	7%&-5%&-8%	?
43	CN1CCN(c2ccc([N+](=O)[O-])c(Sc3nncn3C)c2)CC1	i	-1%	-2%	-5%	-2%	11%	-15%	/
44	O=C(Nc1ccccc1)N1CC2(CCN(C(=O)Oc3ccccc3)CC2)C1	-3%	-3%	/	-23%	?	/	/	/
45	Cn1cnnc1Sc1cc(N2CCNCC2)ccc1[N+](=O)[O-]	-6%	/	-17%	/	-7%	0%	-12%	4%[46 µM]
46	CCOC(=O)CN(C#N)c1nc(N(C)C)nc(N(C)C)n1	-3%	3%	0%	-15%	10µM*	/	-5%	/
47	CN1CCN(c2ccc(Cl)cc2N)CC1	10%	-1%	8%	/	10%	3%	2%	/
48	Cn1ccc(NC(=O)CCl)n1	-1%	-1%	?	-74%[inhibitor]	20µM*	/	-5%	?
49	Cn1cnc2cc(NC(=O)c3ccc(Cl)cc3)ccc21	-3%	0%	4%	11µM*	-8%	-4%	-14%	-2%
50	C[N+]1=Cc2cc3c(cc2CC1)OCO3	0%	1%	?	/	?	/	-4%	/

Additional records follow.
item	mol	RECQ1 inh	KinaseGlo FLuc	KDM4E inh	SMN2 splice enh	ALDH1A1 inh	L3MBTL1 inh	Tau ThT inhib	Lamin A splicing
51	COc1ccc(Nc2ncc(C(=O)N3CCC4(CC3)OCCO4)c3ccccc23)cc1	-5%	1%	-4%	/	-10%	5%	-13%	2%
52	CCC(C)NC(=O)c1c(N)n(CC2CCCO2)c2nc3ccccc3nc12 (centres undefined)	?	-2%	?	-4%	?	32%[activator]	?	6%
53	Cc1ccc(-c2nc3ccccc3c(=O)n2-c2ccncc2)cc1	-2%	1%	4%	-8%	?	8%	-4%	-2%
54	CC(=O)NC1CC2CCC(C1)N2 (centres undefined)	-1%	0%	12%	20%	-2%	/	-9%	2%
55	CN1CCN(c2ncc(C=O)s2)CC1	20%	0%	6%	6%	7%	-2%	6%	/
56	Cc1nn(Cc2ccccc2)c(C)c1C(=O)O	i	0%	8%	-5%	4%	2%	1%	3%[46 µM]
57	CSc1nc(N2CCN(C)CC2)c2ccccc2n1	i	6%	?	/	?	-6%	-8%	/
58	COc1ccc(OC(=O)N(C)C)c(CN(C)C)c1	-13%	-1%	6%	-4%	20%	/	-17%	-5%
59	Cc1cc(OC(=O)c2ccco2)c2c3c(c(=O)oc2c1)CCC3	i	/	?	/	10µM*	-1%	-5%	?

From PubChem BioAssay
